mcGAS lum = inhibitors of mouse cGAS; Q8C6L5; recombinant cGAS, Kinase-Glo ATP depletion luminescence; inhibition, % at 12.5 µM; actives 0.15% (n = 160,000);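 further: 0% = negative control wells and 100% = reference inhibitor with no enzyme activity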
hcGAS lum = human cGAS inhibition. AID 1259398. inhibition, % at 12.5 µM. Q8N884. actives 0.081% (n = 290,000). recombinant h-cGAS, ATP depletion, Kinase-Glo luminescence;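 further: 0% = vehicle reaction and 100% = reaction without DNA for no activity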
Target sequence (Q8N884 whole entry, looked up): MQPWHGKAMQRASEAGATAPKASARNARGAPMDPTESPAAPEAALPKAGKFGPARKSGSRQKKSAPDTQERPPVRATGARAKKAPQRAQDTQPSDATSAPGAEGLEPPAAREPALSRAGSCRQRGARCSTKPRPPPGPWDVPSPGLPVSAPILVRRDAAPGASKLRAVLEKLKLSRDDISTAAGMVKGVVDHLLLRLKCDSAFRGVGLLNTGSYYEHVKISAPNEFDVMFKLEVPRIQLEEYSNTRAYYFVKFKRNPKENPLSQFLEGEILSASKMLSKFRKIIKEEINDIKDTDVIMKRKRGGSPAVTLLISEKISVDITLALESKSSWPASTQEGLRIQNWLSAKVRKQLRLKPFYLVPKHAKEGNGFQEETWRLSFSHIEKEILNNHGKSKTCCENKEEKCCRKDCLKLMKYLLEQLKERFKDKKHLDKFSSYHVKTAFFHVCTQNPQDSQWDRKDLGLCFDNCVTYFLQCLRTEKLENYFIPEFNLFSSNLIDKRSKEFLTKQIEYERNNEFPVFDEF
NPYLR7 agonist = mosquito NPYLR7 agonism. HEK293T NPYLR7/Galpha15, GCaMP6s calcium fluorescence. activation, % at 10 µM. actives 0.15% (n = 270,000). AID 1259423; in the data active means activation above about 40%;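 further: 0% = vehicle and 100% = reference agonist at the receptor; some compounds past the cut are filed as inactive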
Numbers without * were called inactive; . = no result given; & = joins results of further samples. Unless noted, no stated cut-off is given here; in the data, active means inhibition above about 40%; inactive means the rest.

Cc1nc2nc(CN3CCCC3c3nc4ccccc4s3)cc(=O)n2[nH]1 (stereo not given)
  mcGAS lum: -8
  hcGAS lum: 0
  NPYLR7 agonist: 3
CCOc1ccccc1NC(=O)CC(=O)NCc1cnc(C)cn1
  mcGAS lum: -8
  hcGAS lum: 0
  NPYLR7 agonist: 14
CCOC(=O)c1nn(-c2ccc(C)cc2)c(=O)cc1N1CCN(C(=O)OCC)CC1
  mcGAS lum: .
  hcGAS lum: -5
  NPYLR7 agonist: 1
COC(=O)Cc1sc2ccccc2c1Br
  mcGAS lum: .
  hcGAS lum: 4
  NPYLR7 agonist: -2
CC(=O)Cn1c(=O)c(=O)n(CC(C)=O)c2nonc21
  mcGAS lum: 1
  hcGAS lum: 1
  NPYLR7 agonist: -5
C=CCNC/C=C/COc1cc(C)ccc1C
  mcGAS lum: .
  hcGAS lum: -5
  NPYLR7 agonist: -10
CCN(CC(C)C#N)C(=O)CN1CCC2(CCOC2)C1 (stereo not given)
  mcGAS lum: .
  hcGAS lum: -8
  NPYLR7 agonist: 9
CCOc1cc2c(c3[nH]c(C(=O)N4CCSCC4)cc13)OC(C)C2 (stereo not given)
  mcGAS lum: .
  hcGAS lum: -16
  NPYLR7 agonist: 8
CC(O)CNc1ncc(Br)c2ccccc12 (stereo not given)
  mcGAS lum: .
  hcGAS lum: 7
  NPYLR7 agonist: 0
Cn1cc(CCNC(=O)c2ccccc2OC2CCN(C(=O)c3cccnc3)CC2)cn1
  mcGAS lum: .
  hcGAS lum: -6
  NPYLR7 agonist: 4
CCC(=O)N1CCC(CC)(N2CCN(C)CC2)C1 (stereo not given)
  mcGAS lum: -7
  hcGAS lum: -36
  NPYLR7 agonist: .
Cc1ccc(S(=O)(=O)Nc2ccc3c(c2)OCCCO3)cc1C
  mcGAS lum: .
  hcGAS lum: -10
  NPYLR7 agonist: 11
CCCN1CC(Nc2ncc(C)c(N(C)C)n2)CC1=O (stereo not given)
  mcGAS lum: .
  hcGAS lum: -4&-12
  NPYLR7 agonist: -6&16
O=C1NC(=S)S/C1=C\c1ccc(-c2ccccc2C(=O)O)o1
  mcGAS lum: 83*
  hcGAS lum: 66*
  NPYLR7 agonist: 15
O=C1CCCCC1Sc1n[nH]c(=O)n1Cc1ccccc1 (stereo not given)
  mcGAS lum: -4
  hcGAS lum: -5
  NPYLR7 agonist: 3

A different layout for two compounds above.
Compound	mcGAS lum	hcGAS lum	NPYLR7 agonist
CCOc1ccccc1NC(=O)CC(=O)NCc1cnc(C)cn1	-8	0	14
CCOC(=O)c1nn(-c2ccc(C)cc2)c(=O)cc1N1CCN(C(=O)OCC)CC1	.	-5	1

Further results.
CC(NCCC(=O)NC1CCCCC1)c1cc(F)cc(F)c1 (stereo not given)
  mcGAS lum: -10
  hcGAS lum: -2
  NPYLR7 agonist: 1
COCCNC(=O)C(C1CCCC1)N1CCN(C(=O)c2cccs2)CC1 (stereo not given)
  mcGAS lum: -3
  hcGAS lum: 1
  NPYLR7 agonist: -7
COC(=O)c1cccc(S(=O)(=O)N(C)Cc2ccn[nH]2)c1C
  mcGAS lum: .
  hcGAS lum: -5
  NPYLR7 agonist: 3
CCCS(=O)(=O)N1CCN(c2nc(-c3ccccc3)nc(CC)c2Cc2cc(C)ccc2C)CC1
  mcGAS lum: -3
  hcGAS lum: -2
  NPYLR7 agonist: 3
C=CCN1C(=O)C(=Cc2ccc(OC)c(OC)c2)SC1=S
  mcGAS lum: -5
  hcGAS lum: -5
  NPYLR7 agonist: 1
O=C(Nc1ccc(N2CCC(NCCc3cccc(Cl)c3)CC2)cc1)C1CCCC1
  mcGAS lum: -12
  hcGAS lum: -6
  NPYLR7 agonist: 24
O=C(Nc1cc(C(F)(F)F)ccc1-n1cncn1)c1ccc2c(c1)OCCO2
  mcGAS lum: .
  hcGAS lum: -4
  NPYLR7 agonist: 3
CN(C1CCCCC1)S(=O)(=O)NCC1Cc2ccccc2O1 (stereo not given)
  mcGAS lum: -7
  hcGAS lum: -8
  NPYLR7 agonist: -3
COc1ccccc1-c1cc(C(=O)NCCc2ccccc2)n2nc(C(C)(C)C)cc2n1
  mcGAS lum: -8
  hcGAS lum: -9
  NPYLR7 agonist: 12
Cc1[nH]cnc1CN(C)Cc1cccc2ncccc12
  mcGAS lum: .
  hcGAS lum: -1
  NPYLR7 agonist: 1
Cc1cc(C=NNC(=S)NC(C)C)c(C)n1-c1ccc(I)cc1
  mcGAS lum: .
  hcGAS lum: -7
  NPYLR7 agonist: -12
O=C(c1cccnc1)N1CCOCC1
  mcGAS lum: .
  hcGAS lum: -3
  NPYLR7 agonist: -3
C=CCn1c(=O)c2c(nc3n2CC(C)CN3c2ccc(OCC)cc2)n(C)c1=O (stereo not given)
  mcGAS lum: .
  hcGAS lum: -3
  NPYLR7 agonist: -2
Cc1ccnc(CC(C)N(C)C(=O)c2cnn(Cc3ccccc3)c2)c1 (stereo not given)
  mcGAS lum: .
  hcGAS lum: -8
  NPYLR7 agonist: 4
CCNC(=O)NC1CCC(OC(=O)C(C)n2c(=O)oc3ccccc32)CC1 (stereo not given)
  mcGAS lum: .
  hcGAS lum: 1
  NPYLR7 agonist: -3

CN(CCC1CCCCO1)Cc1cn(C)nc1-c1ccc2c(c1)OCCO2 (stereo not given)
  mcGAS lum: -5
  hcGAS lum: -2
  NPYLR7 agonist: -2
CC(=NN=C(N)N)c1ccco1
  mcGAS lum: .
  hcGAS lum: 4
  NPYLR7 agonist: -3
COCCCNC(=O)c1cc(NC(=O)Nc2ccccc2C(F)(F)F)ccc1N1CCCCC1
  mcGAS lum: -4
  hcGAS lum: 0
  NPYLR7 agonist: -1
Cc1ccc(N2CCn3c2nc2c3c(=O)[nH]c(=O)n2C)cc1Cl
  mcGAS lum: .
  hcGAS lum: -11
  NPYLR7 agonist: 3
COc1ccc(-c2cc(C(=O)N3CCN(C(=O)CC(C)(C)C)CC3)c(C)n2-c2ccc(C)cc2)cc1
  mcGAS lum: -4
  hcGAS lum: -8
  NPYLR7 agonist: -3
O=C(CC(c1cccc(F)c1)c1cn(Cc2ccccc2)c2ccc([N+](=O)[O-])cc12)NCc1ccco1 (stereo not given)
  mcGAS lum: -6
  hcGAS lum: -4
  NPYLR7 agonist: 6
Cc1ccc(-c2nn(CN3CCN(C(=O)c4ccoc4C)CC3)c(=S)o2)cc1
  mcGAS lum: .
  hcGAS lum: -7
  NPYLR7 agonist: 9
O=C1CN(S(=O)(=O)c2cccc(C(=O)N3CCN(Cc4ccccc4F)CC3)c2)CCN1
  mcGAS lum: .
  hcGAS lum: -13
  NPYLR7 agonist: 1
O=C(Cc1ccsc1)N1CCc2c([nH]c3ccccc23)C1c1ccccn1 (stereo not given)
  mcGAS lum: .
  hcGAS lum: 0
  NPYLR7 agonist: 7
COc1cccc(C(=O)N2[C@@H](c3ccco3)[C@@H](C(=O)O)C[C@]23CCCCNC3=O)c1
  mcGAS lum: -5
  hcGAS lum: 3
  NPYLR7 agonist: 5
CCCC(C)(NC(=O)/C=C/c1cn(C)c(=O)n(C)c1=O)C(=O)OC (stereo not given)
  mcGAS lum: .
  hcGAS lum: -1
  NPYLR7 agonist: 1
CCn1c(C2CCCN(C(=O)c3nn(C)c4ccc(C)cc34)C2)n[nH]c1=O (stereo not given)
  mcGAS lum: -15
  hcGAS lum: -1
  NPYLR7 agonist: 20
Cc1cc(C)cc(C(=O)N2CCN(c3nc(C)cc(Nc4ccccc4)n3)CC2)c1
  mcGAS lum: .
  hcGAS lum: -7
  NPYLR7 agonist: 9
Cc1c(C(=O)O)[nH]c2c1C(=NN1CC(=O)NC1=O)CC(C)(C)C2
  mcGAS lum: .
  hcGAS lum: -10
  NPYLR7 agonist: 1
O=C(c1cnn(-c2ccccc2)n1)N1CCN(c2cc(N3CCCCC3)ncn2)CC1
  mcGAS lum: .
  hcGAS lum: -8
  NPYLR7 agonist: -2

Reprinted at random: 5 records from the list
CCOc1ccccc1NC(=O)CC(=O)NCc1cnc(C)cn1
  mcGAS lum: -8
  hcGAS lum: 0
  NPYLR7 agonist: 14
Cc1cc(C)cc(C(=O)N2CCN(c3nc(C)cc(Nc4ccccc4)n3)CC2)c1
  mcGAS lum: .
  hcGAS lum: -7
  NPYLR7 agonist: 9
O=C(Cc1ccsc1)N1CCc2c([nH]c3ccccc23)C1c1ccccn1 (stereo not given)
  mcGAS lum: .
  hcGAS lum: 0
  NPYLR7 agonist: 7
CN(C1CCCCC1)S(=O)(=O)NCC1Cc2ccccc2O1 (stereo not given)
  mcGAS lum: -7
  hcGAS lum: -8
  NPYLR7 agonist: -3
CC(=O)Cn1c(=O)c(=O)n(CC(C)=O)c2nonc21
  mcGAS lum: 1
  hcGAS lum: 1
  NPYLR7 agonist: -5

Going on with the list:
CCOC(=O)C=C1SCC(=O)N1CC(O)CN1C(=O)CSC1=CC(=O)OCC (stereo not given)
  mcGAS lum: .
  hcGAS lum: -4
  NPYLR7 agonist: -5
CC(C)n1c(=O)c(C(=O)NCCOc2ccccc2)cc2cccnc21
  mcGAS lum: -5
  hcGAS lum: -3
  NPYLR7 agonist: 1
c1nc(N2C[C@@H]3[C@H](C2)[C@H]2CC[C@@H]3O2)c2cc[nH]c2n1
  mcGAS lum: .
  hcGAS lum: -8
  NPYLR7 agonist: 2
CC(O)C(C)S(=O)(=O)CC(=O)NC1CCCC1 (stereo not given)
  mcGAS lum: -16
  hcGAS lum: -9
  NPYLR7 agonist: 8
C=CCOCC(O)CN(Cc1ccc(F)cc1)Cc1ccccc1OC (stereo not given)
  mcGAS lum: -5
  hcGAS lum: -4
  NPYLR7 agonist: 19
CSc1ccc(CN2C(=O)C(C)ON=C2c2ccc3c(c2)CCO3)cc1 (stereo not given)
  mcGAS lum: .
  hcGAS lum: -4
  NPYLR7 agonist: 0
O=C(c1ccco1)N(CC(=O)N1CCc2sccc2C1COc1ccc(Cl)cc1)CC1CCCO1 (stereo not given)
  mcGAS lum: -5
  hcGAS lum: -4
  NPYLR7 agonist: -4
CC(C)(C)OC(=O)N(Cc1ccc(F)cc1)C1CCC(C(=O)N2CCOC(Cc3ccccc3)C2)CC1 (stereo not given)
  mcGAS lum: .
  hcGAS lum: 0
  NPYLR7 agonist: 24
CC(CN1CCCCC1)Nc1nc2ccccc2s1 (stereo not given)
  mcGAS lum: -5
  hcGAS lum: -2
  NPYLR7 agonist: 10
CN(C)S(=O)(=O)N1CCCC(CNC(=O)c2ccccc2Cl)C1 (stereo not given)
  mcGAS lum: -11
  hcGAS lum: -13
  NPYLR7 agonist: -3
O=[N+]([O-])c1ccccc1C1c2cccn2CCCN1Cc1cccnc1 (stereo not given)
  mcGAS lum: -5
  hcGAS lum: -7
  NPYLR7 agonist: 19
CC(C)CN1C(=O)C(Nc2ccc(Br)cc2)=C(Sc2cccc(N)c2)C1=O
  mcGAS lum: .
  hcGAS lum: 1
  NPYLR7 agonist: 6
COc1ccc2nc(-c3ccc(OC)c(NS(=O)(=O)c4cc(C)cc(C)c4)c3)cn2n1
  mcGAS lum: -4
  hcGAS lum: 1
  NPYLR7 agonist: -7
Cc1ccc(CN(Cc2ccc(F)cc2)C(=O)CN(C(=O)c2ccc(Cl)cc2)C2CCCCC2)s1
  mcGAS lum: 2
  hcGAS lum: 0
  NPYLR7 agonist: -3
COc1ccc(N2CCN(S(=O)(=O)c3cn(C)c(=O)n(C)c3=O)CC2)cc1
  mcGAS lum: -8
  hcGAS lum: -7
  NPYLR7 agonist: 0
CC1CN(C(=O)CNC(=O)NCc2ccco2)CC(c2ccccc2)O1 (stereo not given)
  mcGAS lum: .
  hcGAS lum: -2
  NPYLR7 agonist: -4

Not a retest: entries from further up.
CN(C)S(=O)(=O)N1CCCC(CNC(=O)c2ccccc2Cl)C1 (stereo not given)
  mcGAS lum: -11
  hcGAS lum: -13
  NPYLR7 agonist: -3
O=[N+]([O-])c1ccccc1C1c2cccn2CCCN1Cc1cccnc1 (stereo not given)
  mcGAS lum: -5
  hcGAS lum: -7
  NPYLR7 agonist: 19
CC(C)CN1C(=O)C(Nc2ccc(Br)cc2)=C(Sc2cccc(N)c2)C1=O
  mcGAS lum: .
  hcGAS lum: 1
  NPYLR7 agonist: 6
COc1ccc2nc(-c3ccc(OC)c(NS(=O)(=O)c4cc(C)cc(C)c4)c3)cn2n1
  mcGAS lum: -4
  hcGAS lum: 1
  NPYLR7 agonist: -7
Cc1ccc(CN(Cc2ccc(F)cc2)C(=O)CN(C(=O)c2ccc(Cl)cc2)C2CCCCC2)s1
  mcGAS lum: 2
  hcGAS lum: 0
  NPYLR7 agonist: -3
COc1ccc(N2CCN(S(=O)(=O)c3cn(C)c(=O)n(C)c3=O)CC2)cc1
  mcGAS lum: -8
  hcGAS lum: -7
  NPYLR7 agonist: 0
CC1CN(C(=O)CNC(=O)NCc2ccco2)CC(c2ccccc2)O1 (stereo not given)
  mcGAS lum: .
  hcGAS lum: -2
  NPYLR7 agonist: -4

High-throughput results deposited in PubChem by Fisher Drug Discovery Resource Center.
